Bioassay records (PubChem)
KCNK3 inh = human KCNK3 channel inhibition, primary screen | actives 0.84% (n = 340,000) | CHO-KCNK3 thallium flux, FluxOR fluorescence; active compounds read low | B-score at 10 µM;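 active = B-score under library mean minus 4 SD, starting fluorescence ratio at most library mean plus 5 SD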;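 note: more negative B-score means stronger inhibition of thallium flux through KCNK3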
KCNQ1 block = blocks the human KCNQ1 potassium channel. P51787. CHO-K1 KCNQ1, FluxOR thallium flux fluorescence; active compounds read high. B-score at 10 µM. actives 1.3% (n = 310,000). AID 2642;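 active = compounds whose thallium flux B-score, printed positive for inhibition, exceeds three library SD while starting fluorescence stays within three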;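 note: channel opened by potassium depolarization with thallium stimulus after 20 min compound exposure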
RGS4 act = RGS4 potentiation or activation; HEK293 M3R/inducible RGS4, carbachol calcium flux Fluo4; active compounds read low; AID 463111; actives 0.92% (n = 310,000); B-score at 10 µM;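 active = B-score of the integrated calcium signal more than 4 SD below the library mean, with starting fluorescence not abnormally high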;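 note: negative B-score means reduced calcium response which marks RGS4 activation or potentiation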
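Material: Inducible-RGS4 HEK293 cells carrying M3 receptor; also added: carbachol at ECmax as muscarinic agonist stimulus; incubation: compound preincubation 20 min at room temperature before agonist; signal: Fluo4-AM (2 µM) calcium-flux fluorescence, kinetic read; measure: integrated calcium ratio converted to B score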
KCNK9 inh = human KCNK9 channel inhibition; HEK293 KCNK9, FluxOR thallium flux fluorescence; active compounds read low; B-score at 10 µM; actives 1.2% (n = 310,000); AID 488922;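 active = ratio B-score over 3 SD below the library mean, with starting fluorescence within 5 SD of its mean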;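 note: negative B-score means less thallium flux so channel inhibition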
KCNQ1 pot = potentiators or activators of human KCNQ1 potassium channel. CHO-K1 KCNQ1, thallium flux FluxOR fluorescence; active compounds read high. B-score at 10 µM. actives 0.35% (n = 310,000). AID 2648;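 active = fluorescence ratio B-score, a plate-corrected score, at least three library SD, with initial intensity B-score within 5 SD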
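Schedule – 37 °C overnight plating, 90-min dark dye load, 20-min compound pretreatment · System – stable KCNQ1 CHO-K1 line · Probe or stimulus – thallium- and potassium-containing depolarizing buffer · Measured by – kinetic FluxOR fluorescence, 10 s baseline plus 110 s post-stimulus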
Dyrk1A ADPGlo = Dyrk1A (rat) kinase inhibition; inhibition, % at 12.5 µM; ADP-Glo luminescence, NFATc1 peptide; Q63470; actives 0.43% (n = 310,000); in the data active = inhibition above about 50%;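 note: plate controls were vehicle with enzyme for no effect and no enzyme for full effect; many of its hits are not listed in these tables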
GSK3beta inhib = blocks human GSK3beta kinase activity | actives 0.038% (n = 300,000) | P49841 | GST-GSK3beta kinase, ADP-Glo luminescence, 60 min; active compounds read low | activity score (negative = inhibition), % at 10 µM;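 active = more than half of replicate wells score below -50%, meaning over 50% inhibition versus plate controls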;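 note: 0% = median DMSO wells and -100% = median GW8510 positive control wells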
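test system = GST-tagged human GSK3beta kinase, cell-free | reagent = 25 µM ATP with peptide substrate | dosing = one dose of 10 µM per compound | schedule = 60 min reaction, RT | detection = luminescent ADP-Glo measurement of ADP formed | control set = DMSO neutral wells and GW8510 at 20 µM as positive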
HDAC3 inh = human HDAC3 inhibition; O15379; recombinant HDAC3, fluorogenic peptide/trypsin coupled, fluorescence; inhibition, % at 8.3 µM; actives 0.15% (n = 320,000); AID 2718; in the data active = inhibition above about 26%, passing the limit was not always enough
hERG rescue = compounds protecting human hERG from proarrhythmic drug block; Q12809; CHO-hERG, FluxOR thallium flux, dofetilide IC70 present; activation (rescue from dofetilide block), less the hit threshold, % at 10 µM; actives 0.51% (n = 310,000); AID 1511;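 active = activation above the mean of controls blocked by dofetilide plus 5 SD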;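 note: thallium influx through hERG after potassium depolarization seen as dye fluorescence rise; in these data hits start at about 4.7%; inactives centre near -7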
PolyA inhibitor = inhibitors of polyadenylation in S. cerevisiae; actives 0.02% (n = 300,000); S. cerevisiae SKY197-pL101 polyadenylation reporter, beta-gal luminescence; efflux-impaired pdr1/pdr3 knockout yeast; score 100 = 6 SD above DMSO; calls only at 12 µM;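 active = lowest replicate activity score at least 50, where 100 means six control SD above control mean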;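 note: yeast exposed to compound for 9 h at 30 °C; higher score means more reporter readthrough which indicates perturbed polyadenylation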
GSK3 alpha inh = human GSK-3 alpha kinase inhibition | AID 2650 | P49840 | actives 0.1% (n = 320,000) | ADP-Glo luminescence, 60 min | inhibition, % at 10 µM;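 in the data active = inhibition above about 50%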;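 note: GST-tagged GSK-3 alpha with peptide substrate and 25 µM ATP; 0% = DMSO neutral wells and 100% = GW8510 positive control wells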
Target sequence (P49840 whole entry, looked up): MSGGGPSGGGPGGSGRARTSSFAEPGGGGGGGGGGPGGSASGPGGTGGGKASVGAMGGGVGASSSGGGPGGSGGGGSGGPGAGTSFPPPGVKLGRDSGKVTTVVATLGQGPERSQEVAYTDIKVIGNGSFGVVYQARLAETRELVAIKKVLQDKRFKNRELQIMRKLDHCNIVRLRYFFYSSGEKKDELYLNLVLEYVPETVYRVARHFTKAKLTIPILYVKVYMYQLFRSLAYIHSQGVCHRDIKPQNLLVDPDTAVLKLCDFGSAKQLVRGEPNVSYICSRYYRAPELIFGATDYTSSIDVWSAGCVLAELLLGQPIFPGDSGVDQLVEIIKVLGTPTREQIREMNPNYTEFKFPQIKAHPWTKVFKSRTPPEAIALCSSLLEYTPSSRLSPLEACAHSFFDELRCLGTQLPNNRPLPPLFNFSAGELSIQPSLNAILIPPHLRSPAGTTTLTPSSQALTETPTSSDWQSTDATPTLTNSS
Active calls of the source: *; i = inactive; x = no result given. Not all compounds are listed; the hit share may differ from the screen's.

no.	molecule	KCNK3 inh	KCNQ1 block	RGS4 act	KCNK9 inh	KCNQ1 pot	Dyrk1A ADPGlo
1	COc1ccc(C(C(=O)Nc2ccc(F)cc2)N(C(=O)Cn2nnc3ccccc32)C2CC2)cc1 (centres undefined)	i	i	i	i	i	4
2	Cc1ccc(Cl)cc1N1CCN(Cc2nc3c(c(=O)[nH]c(=O)n3C)n2CCc2ccccc2)CC1	i	i	i	i	i	-6
3	COc1ccc(-c2[nH]ncc2/C=N/NC(=O)c2cc(Br)ccc2O)c(OC)c1	i	i	i	i	i	3
4	COc1ccc(C(=O)OCC(=O)Nc2cc(C)c(C)cc2[N+](=O)[O-])cc1	i	i	i	i	i	-55
5	COC(=O)c1c(C)[nH]c(O)c1C=Nc1ccc(Oc2ccccc2)cc1	i	i	i	i	i	2
6	CSc1ccccc1COC(=O)Nc1ccccc1C	i	i	i	i	i	-3
7	CC(C)C(c1nnnn1C1CCCCC1)N1CCc2ccccc21 (centres undefined)	i	i	i	i	i	0
8	O=C(CC1COc2ccccc2O1)NCc1ccccc1 (centres undefined)	i	i	i	i	i	-2
9	CSc1nc2nccc(-c3ccc4c(c3)OCO4)n2n1	i	i	i	i	i	x
10	Cc1cc(C)cc(OCCn2nnc3ccccc32)c1	i	i	i	i	i	-7
11	O=C(/C=C/c1ccc(Cl)cc1Cl)N1CCN(c2ccc([N+](=O)[O-])c(N3CCOCC3)c2)CC1	i	i	i	i	i	-5
12	COC(=O)c1cc(Br)c(=O)n(-c2cc(C)on2)c1	i	i	i	i	i	15

no.	GSK3beta inhib	HDAC3 inh	hERG rescue	PolyA inhibitor	GSK3 alpha inh
1	-2	-8	1	i	-1
2	2	5	-9	i	0
3	8	-8	-10	i	0
4	-1	0	-2	i	11
5	4	-6	-4	i	x
6	-4	7	-6	i	0
7	0	-6	-5	i	-1
8	0	-1	-7	i	-3
9	-3	-2	0	i	3
10	-1	-1	-9	x	1
11	-1	x	-5	i	x
12	4	-13	-5	i	-1

Sorted by value in GSK3beta inhib (highest first): some entries from above
| no. | structure | KCNK3 inh | KCNQ1 block | KCNK9 inh | KCNQ1 pot | Dyrk1A ADPGlo | GSK3beta inhib | HDAC3 inh | PolyA inhibitor | GSK3 alpha inh |
| --- | --- | --- | --- | --- | --- | --- | --- | --- | --- | --- |
| 3 | COc1ccc(-c2[nH]ncc2/C=N/NC(=O)c2cc(Br)ccc2O)c(OC)c1 | i | i | i | i | 3 | 8 | -8 | i | 0 |
| 12 | COC(=O)c1cc(Br)c(=O)n(-c2cc(C)on2)c1 | i | i | i | i | 15 | 4 | -13 | i | -1 |
| 8 | O=C(CC1COc2ccccc2O1)NCc1ccccc1 (centres undefined) | i | i | i | i | -2 | 0 | -1 | i | -3 |
| 10 | Cc1cc(C)cc(OCCn2nnc3ccccc32)c1 | i | i | i | i | -7 | -1 | -1 | x | 1 |
| 9 | CSc1nc2nccc(-c3ccc4c(c3)OCO4)n2n1 | i | i | i | i | x | -3 | -2 | i | 3 |
| 6 | CSc1ccccc1COC(=O)Nc1ccccc1C | i | i | i | i | -3 | -4 | 7 | i | 0 |

The list goes on.
no.	molecule	KCNK3 inh	KCNQ1 block	RGS4 act	KCNK9 inh	KCNQ1 pot	Dyrk1A ADPGlo
13	CS(=O)(=O)c1ccc2nc(NC(=O)CN3CCCCCC3)sc2c1	i	i	i	i	i	5
14	O=C(c1cccs1)N1CCCN(c2ncnc3scc(-c4ccccc4)c23)CC1	i	i	i	i	i	-12
15	CC(C)CN(C(=O)c1cc(=O)[nH]c2ccccc12)c1c(N)n(Cc2ccccc2)c(=O)[nH]c1=O	i	i	i	i	i	-2
16	CCOc1ccc(C2C3=C(CCCC3=O)Nc3nc(C(F)(F)F)nn32)cc1OC (centres undefined)	i	i	i	i	i	-2
17	COC(=O)c1c(NC(=O)c2c(C)noc2C)sc2c1CCCCCC2	x	i	i	i	i	x
18	COc1cc2cc(C(=O)N/N=C/c3ccc(F)cc3)[nH]c2cc1OC	i	i	i	i	i	7
19	Cc1cc(C)n(-c2c(F)c(F)c(CN3CCCCC3)c(F)c2F)n1	i	i	i	i	i	1
20	N#Cc1ccsc1NC(=O)CCS(=O)(=O)c1ccccc1	i	i	i	i	i	6
21	CCc1ccc(-n2c(Cc3ccccc3)n[nH]c2=S)cc1	i	i	i	i	i	0
22	COC(=O)Cn1c(=NC(=O)c2nc3ccccc3s2)sc2cc(S(C)(=O)=O)ccc21	x	i	i	i	i	x
23	O=C1S/C(=C\c2cccs2)C(=O)N1c1ccc(O)cc1	i	i	i	i	i	2
24	Cc1ccc(-n2c(-c3ccco3)nc3nc4ccccc4nc32)cc1F	i	i	i	i	i	-5

no.	GSK3beta inhib	HDAC3 inh	hERG rescue	PolyA inhibitor	GSK3 alpha inh
13	1	0	-11	i	-2
14	-24	-1	-20	i	20
15	-3	2	-11	i	3
16	3	12	-3	i	0
17	2	x	-14	i	x
18	-4	13	-5	x	9
19	2	3	-1	i	-4
20	-2	7	-9	i	-1
21	-2	-3	-15	i	1
22	-4	x	-11	i	-2
23	0	2	-5	i	-3
24	2	-4	-3	i	0

One compound at a time, as listed above:
Profile of O=C(c1cccs1)N1CCCN(c2ncnc3scc(-c4ccccc4)c23)CC1 → KCNK3 inh = i; KCNQ1 block = i; RGS4 act = i; KCNK9 inh = i; KCNQ1 pot = i; Dyrk1A ADPGlo = -12; GSK3beta inhib = -24; HDAC3 inh = -1; hERG rescue = -20; PolyA inhibitor = i; GSK3 alpha inh = 20
Profile of Cc1ccc(-n2c(-c3ccco3)nc3nc4ccccc4nc32)cc1F → KCNK3 inh = i; KCNQ1 block = i; RGS4 act = i; KCNK9 inh = i; KCNQ1 pot = i; Dyrk1A ADPGlo = -5; GSK3beta inhib = 2; HDAC3 inh = -4; hERG rescue = -3; PolyA inhibitor = i; GSK3 alpha inh = 0

In the list so far, 2 have a nitro group on carbon.
no.	molecule	KCNK3 inh	KCNQ1 block	RGS4 act	KCNK9 inh	KCNQ1 pot	Dyrk1A ADPGlo
4	COc1ccc(C(=O)OCC(=O)Nc2cc(C)c(C)cc2[N+](=O)[O-])cc1	i	i	i	i	i	-55
11	O=C(/C=C/c1ccc(Cl)cc1Cl)N1CCN(c2ccc([N+](=O)[O-])c(N3CCOCC3)c2)CC1	i	i	i	i	i	-5

no.	GSK3beta inhib	HDAC3 inh	hERG rescue	PolyA inhibitor	GSK3 alpha inh
4	-1	0	-2	i	11
11	-1	x	-5	i	x
